# Assay outcomes from PubChem BioAssay.
# RGS4 inh = Inhibitors of Regulator of G Protein Signaling (RGS) 4: qHTS; Regulator of G-protein signaling 4 (Homo sapiens), P49798; AID 504845, 2011; hit rate 0.039% among 390,000; Transcreener GDP fluorescence polarization, RGS4-accelerated GTP hydrolysis; Potency, µM (top dose mostly 114 µM), without a hit: top-dose activity change, negative = inhibition, hits mostly inhibitors; also: potency is read from the fitted curve at half-maximal effect; % is scaled to controls: 0 for no effect and ±100 for the full control effect; nearly all actives have a fitted effect of over 75% in size; some results filed as inactive show a strong effect at the top dose
# Target sequence (P49798 whole entry, looked up): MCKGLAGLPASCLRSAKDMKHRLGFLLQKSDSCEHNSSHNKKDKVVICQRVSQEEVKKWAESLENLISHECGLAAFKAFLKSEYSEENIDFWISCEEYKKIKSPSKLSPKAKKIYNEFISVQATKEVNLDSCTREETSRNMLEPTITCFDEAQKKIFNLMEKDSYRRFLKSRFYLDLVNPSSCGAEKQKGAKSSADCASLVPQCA
#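 MLSMR compounds (23 nl, pin-transferred) preincubated 10 min at room temperature with a 500nM (2x) first reagent, then RGS4 at 900nM (2x) plus Transcreener GDP mix added; fluorescence polarization (620/688 nm) read before and after 90 min at 30 °C.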
# D2 antagonist = HTS Assay for Allosteric Antagonists of the Human D2 Dopamine Receptor: Primary Screen for Antagonists | HEK293 TREx D2 cells, calcium flux, dopamine EC80 | inhibition, % at 10 µM | hit rate 2% among 340,000 | AID 485344, 2010; in the data active = inhibition above about 30%; also: 0% is about no effect
#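 Tetracycline-induced HEK293 T-REx cells expressing D2 force-coupled to calcium signalling were dye-loaded, exposed to compound for 180 s, then challenged with an EC80 of dopamine; calcium flux was followed kinetically for a further 180 s.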
# GRP78 ERSR act = qHTS for Inducers of the Endoplasmic Reticulum Stress Response (ERSR) in Human Glioma: qHTS | U87-MG GRP78 promoter luciferase reporter, 16 h | AID 602332, 2012 | hit rate 0.02% among 420,000 | Potency, µM, for the others: top-dose activation, most hits filed as activators; also: potency is read from the fitted curve at half-maximal effect; series mostly up to about 76 µM; % of control where 0% means no effect; nearly all actives have a fitted effect of over 35% in size
#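 ERSR induction read as luciferase luminescence (Bright-Glo, 10 min at room temperature) in stably transfected human U87-MG glioma cells exposed to compounds for 16 h, using GRP78 as sensor.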
# ERG-DNA inh = qHTS for Small Molecule Inhibitors of the ERG Ets/DNA interaction; Transcriptional regulator ERG (Homo sapiens), P11308; fluorescence polarization, His-ERG Ets domain / labelled DNA; Potency, µM (titrated, usually from 76.9 µM), without a hit: at the top dose FP activity, negative = inhibition, actives largely listed as inhibitors; hit rate 0.028% among 370,000; active = well fitted inhibition curve with a large enough effect in the polarisation, with a control signal flat; inconclusive = small, poorly fitted or top-dose-only effect, or effect the other way, or a change in a side signal; inactive = no such curve, though single readings can be large or run the other way; the % refers to the polarisation;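 also: polarization taken with two DNA probes labelled with fluorescein and Texas red; potency is read from the fitted curve at half-maximal effect; % of control where 0% means no effect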
# Target sequence (P11308 whole entry, looked up, the tested form may be a part): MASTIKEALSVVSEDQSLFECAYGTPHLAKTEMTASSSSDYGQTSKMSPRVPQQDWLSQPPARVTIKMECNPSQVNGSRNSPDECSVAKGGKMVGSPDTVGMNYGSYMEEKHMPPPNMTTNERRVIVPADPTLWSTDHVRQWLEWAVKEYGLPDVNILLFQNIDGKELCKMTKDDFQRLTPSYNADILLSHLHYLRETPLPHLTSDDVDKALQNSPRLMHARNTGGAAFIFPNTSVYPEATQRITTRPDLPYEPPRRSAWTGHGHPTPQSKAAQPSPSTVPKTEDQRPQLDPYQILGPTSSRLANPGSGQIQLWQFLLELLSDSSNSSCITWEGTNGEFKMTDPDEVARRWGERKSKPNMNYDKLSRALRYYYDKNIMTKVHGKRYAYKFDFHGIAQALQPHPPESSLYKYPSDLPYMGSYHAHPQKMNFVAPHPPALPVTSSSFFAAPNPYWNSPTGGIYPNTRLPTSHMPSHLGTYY
#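 His-tagged ERG Ets domain (1 uM in the protein solution; 300mM KCl, 50mM Tris-HCl, 1mM EDTA, 1mM DTT, pH 7.5) received compound, then a probe mix of 5 nM fluorescein-DNA and 100nM Texas-615-DNA. Fluorescence polarization was read for both dyes.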
# ALOX12 inh = Primary qHTS assay for inhibitors of human arachidonate 12S-lipoxygenase (ALOX12): Round 2. hit rate 1.1% among 580,000. purified 12hLO, xylenol orange hydroperoxide absorbance. Polyunsaturated fatty acid lipoxygenase ALOX12 (Homo sapiens), P18054. Potency, µM (highest dose often 108 µM), inactives show top-dose activity change, negative = inhibition, actives largely listed as inhibitors; also: potency is read from the fitted curve at half-maximal effect; % is scaled to controls: 0 for no effect and ±100 for the full control effect
#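 Purified human 12hLO (150 nM final) in 25 mM Hepes, 0.01% Triton X-100, pH 7.0 was preincubated 15 min at room temperature with compound. Then 40 uM arachidonic acid was added, 30 min. Hydroperoxide was read by Fe-XO absorbance ratio 573/405 nm.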
# D2 ag = HTS Assay for Allosteric Agonists of the Human D2 Dopamine Receptor: Primary Screen for Agonists. hit rate 0.53% among 340,000. AID 485358, 2010. D(2) dopamine receptor (Homo sapiens), P14416. activation, % at 2 µM. HEK293 T-REx D2 cells, calcium flux agonist mode;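 active = activation over 3 SD above normal in the single-dose calcium agonist read, cut at about 30% in these data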; also: 0% is about no effect
#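 Agonism scored from kinetic calcium signal (1 read/sec, 180 s) following compound pin transfer, after a 10 s baseline. Cells: HEK293 Trex line expressing inducible D2 receptor coupled to calcium, dye-loaded after overnight culture at 30 C.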
# LDHA inh = qHTS assay for inhibitors of human lactate dehydrogenase. L-lactate dehydrogenase A chain (Homo sapiens), P00338. purified LDHA, NADH/diaphorase-resazurin fluorescence; stronger effect = lower value. activity change, % (values are at about 110 or 230 µM). hit rate 0.15% among 480,000; in the data active = activity change below about -30%; inconclusive = mostly about -25% to -30%;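 also: plate controls were DMSO wells for no effect and wells without enzyme for full effect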
#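 Human LDH5 at 2 nM final in Tris HCl pH 7.4 with 0.06 mM NADH and 0.2 mM pyruvate, reacted 5 minutes at room temperature. Remaining NADH coupled via diaphorase/resazurin; resorufin fluorescence read at 0 and 20 minutes, normalized to enzyme-free and DMSO wells.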
# Vif-APOBEC3G blk = qHTS for Inhibitors of Vif-A3G Interactions: qHTS; DNA dC->dU-editing enzyme APOBEC-3G (Homo sapiens), Q9HC16; HeLa A3G-eYFP + Vif (tagged APOBEC3G with the HIV-1 protein that degrades it), YFP fluorescence, overnight; Potency, µM (top dose mostly 46.1 µM), for the others: at the top dose activity, negative = active, hits mostly inhibitors; hit rate 0.076% among 410,000; AID 602310, 2012;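 also: potency is read from the fitted curve at half-maximal effect; % is scaled to controls: 0 for no effect and ±100 for the full control effect; nearly all actives have a fitted effect of over 60% in size; hits raise eYFP signal because A3G escapes Vif-driven loss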
# Target sequence (Q9HC16 whole entry, looked up): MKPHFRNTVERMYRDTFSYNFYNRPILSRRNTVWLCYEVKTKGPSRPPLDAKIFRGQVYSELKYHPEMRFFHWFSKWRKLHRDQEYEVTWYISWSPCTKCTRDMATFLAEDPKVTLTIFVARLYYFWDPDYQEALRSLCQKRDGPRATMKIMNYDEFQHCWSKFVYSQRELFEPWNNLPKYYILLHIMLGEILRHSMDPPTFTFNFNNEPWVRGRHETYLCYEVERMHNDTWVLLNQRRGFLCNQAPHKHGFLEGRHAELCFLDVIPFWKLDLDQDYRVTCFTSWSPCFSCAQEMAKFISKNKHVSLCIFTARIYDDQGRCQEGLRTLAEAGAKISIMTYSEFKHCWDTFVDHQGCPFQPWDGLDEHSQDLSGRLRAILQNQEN
#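 Read-out is eYFP fluorescence (Ex 488/Em 500-530) from Vif-expressing HeLa A3G-eYFP cells; more signal means A3G escaped Vif-mediated degradation. Cells plated overnight, compound pinned in, incubated overnight at 37 deg C.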
# Vif-APOBEC3F blk = qHTS for Inhibitors of Vif-A3F Interactions: qHTS. hit rate 0.2% among 390,000. Potency, µM (highest dose often 46.1 µM), without a hit: at the top dose activity, negative = active. HeLa A3F-eYFP + Vif (tagged APOBEC3F with the HIV-1 protein that degrades it), YFP fluorescence increase; also: potency is read from the fitted curve at half-maximal effect; % of control where 0% means no effect; nearly all actives have a fitted effect of over 65% in size
#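 Fluorescence increase (Ex 488/Em 500-530) after overnight compound treatment at 37 deg C flags inhibition of Vif-driven A3F-eYFP loss in stable HeLa A3F-eYFP/Vif cells seeded overnight beforehand.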
# Numbers without * were called inactive; ? = inconclusive; / = no result given; & = joins results of further samples; [ ] = dose if it differs, or a comment. Unless noted, calls follow the shape of the dose curve; as a rule, active = well fitted curve in the direction sought with a large enough effect; inconclusive = small, poorly fitted or top-dose-only effect, or another doubt; inactive = no such curve, though single readings can be large; an effect the other way counts as inactive or inconclusive. Some of the compounds tested; the hit share may differ from the screen's.
SMILES,RGS4 inh,D2 antagonist,GRP78 ERSR act,ERG-DNA inh,ALOX12 inh,D2 ag,LDHA inh,Vif-APOBEC3G blk,Vif-APOBEC3F blk
CCN(C(=O)CSc1nnc(-c2ccc(C)cc2)n1N)c1c(N)n(Cc2ccccc2)c(=O)[nH]c1=O,2%,-7,-1%,18%,3%,-0.7,-4,0%,9%
CC1(C)CC(=O)C=C(c2ccc(COC(=O)c3cc(F)cc(F)c3)cc2)C1=O,/,/,0%,/,?,/,2,-4%,5%
CN(CC(=O)NC1CCCCCC1)S(=O)(=O)c1cnc[nH]1,5%[56.9 µM],-4,-4%,1%,6%,0.5,-1,1%,0%
CCn1cc(/C=N\NC(=O)C2(C)CC2(Cl)Cl)c(C)n1 (configuration not stated),9%,13,-4%,-3%,16%,-0.6,-8,-1%,-2%
CCOc1ccc(Cn2c(CNS(=O)(=O)c3ccc(CC)cc3)nc3cccnc32)cc1,16%,/,-1%,-6%,-23%,0.6,-5,-3%,-6%
CN(C)CCCN(C(=O)c1sc2ccccc2c1Cl)c1nc2c(F)cccc2s1,-12%,7,0%,-2%,-23%,0.3,-1,0%,1%
O=C(CN1CCN(S(=O)(=O)c2ccc(Cl)cc2)CC1)Nc1ccc2c(c1)OCO2,-15%[11.4 µM],/,2%,5%,-24%,/,5,-6%,3%
CC(NC(=O)CNC(=O)c1ccccc1Br)c1cccs1 (configuration not stated),-2%,8,-2%,-6%,2%,-0.4,-5,1%,5%
CC1=C(c2ccc(C)cc2)S(=O)(=O)N(CC(=O)O)C1=O,22%,5,-4%,-5%,1%,0.1,-4,-2%,-2%
Cc1ccc(Cl)cc1N1CCN(C(=O)c2noc(C(C)C)c2[N+](=O)[O-])CC1,-3%,10,-7%,2%,-1%,-0.1,-1,0%,4%
Cn1c(=O)cc(SCC(=O)NCc2ccc(F)cc2)c2cc(Cl)ccc21,-2%,/,-6%,1%,-21%,-0.3,-1,-20%,-27%
COc1ccc(C2CC(c3cccs3)=NN2S(C)(=O)=O)cc1OC (configuration not stated),14%,20,-2%,-6%,-4%,0.9,1,-8%,-12%
CC[C@@H](NC(=O)[C@@H](Cc1ccccc1)NC(=O)CC[C@H]1O[C@@H](n2ccc(=O)[nH]c2=O)[C@H](O)[C@@H]1O)c1ccccc1,/,/,-3%,/,32µM*,/,-5,1%,/
O=S(=O)(c1ccc(F)cc1)N1CCN(C(=S)NCc2ccccc2)CC1,11%,-2,-5%,3%,-1%,0.2,1,4%,13%
Cc1ccc(N2CC(C(=O)OCC(=O)c3ccc[nH]3)CC2=O)cc1 (configuration not stated),16%,10,-5%,5%,12%,-0.3,-2,0%,3%
Cc1c(C)c2c(OCC(=O)N3CCC(C(=O)NCC(C)C)CC3)cc3c(c2oc1=O)CCC(C)(C)O3,13%,-18,-4%,3%,/,-0.1,-6,7%,-9%
N#Cc1cccc(C(=O)Nc2ccccc2C(=O)NC2CC2)c1,-1%,-10,-2%,6%,?,-0.1,-3,-2%,3%
COc1cccc(N2C(=O)C(CC(=O)Nc3cccc(F)c3)N(C3CCCC3)C2=O)c1 (configuration not stated),-7%,/,0%,-1%,?,0.6,-4,1%,3%
Cc1ccc(-n2c(=O)c3c(C)c(C(=O)N(C)C)sc3n(Cc3ccccc3C)c2=O)cc1C,2%,/,0%,2%,0%,0.6,1,0%,-6%
Cc1ccc(C)c(NC(=S)NNC(=O)c2sccc2C)c1,-42%,9,9%,-3%,24%,-0.8,0,3%,2%
CC1Cc2cc(S(=O)(=O)N3CCN(C)CC3)ccc2N1C(=O)C1CC1 (configuration not stated),28%[11.4 µM],17,-1%,2%,-2%,-0.6,-4,0%,-18%
Cc1ccc(S(=O)(=O)Nc2ccccc2CNC2CCCCC2)cc1,-11%,-5,-5%,-14%,-4%,-1.9,-5,-9%,15%
O=C(CSc1nc2c([nH]c3ccccc32)c(=O)n1-c1ccccc1)Nc1ccccc1F,-16%,/,0%,-8%,-19%,/,-5,0%,-17%
Cc1ccc(C)c(Nc2nc3ccccc3[nH]2)c1,1%[56.9 µM],/,-3%,-2%,4%,/,1,-4%,2%
Cc1ccc(C(=O)NCCc2nnc3ccc(SCC(=O)N4CCCCC4)nn23)cc1,?,-14,-5%,-2%,482%[activator],0.2,5,2%,-9%
SMILES,RGS4 inh,D2 antagonist,GRP78 ERSR act,ERG-DNA inh,ALOX12 inh,D2 ag,LDHA inh,Vif-APOBEC3G blk,Vif-APOBEC3F blk
O=C(N/N=C/c1ccccc1[N+](=O)[O-])c1ccc(CN2CCOCC2)cc1,6%,-1,3%,11%,-6%,-3.1,0,0%,5%
COC(=O)c1ccc(NC(=O)CN2C(=O)CCc3cc(S(=O)(=O)N4CCCCC4)ccc32)cc1,-16%,/,0%,-1%,-9%,1.9,-3,-2%,-3%
CC(=O)c1sc(N)c(C(=O)OC(C)C)c1C,-27%,/,-1%,-9%,0%,/,-3,-1%,7%
Cn1c(CNC(=O)c2ccc3c(c2)OCO3)nnc1SCC(=O)Nc1ccccc1Cl,14%,9,1%,-2%,-4%,-0.8,-1,-1%,11%
CCOc1ccccc1C(=O)NCC(=O)NNC(=O)CN(C)S(=O)(=O)c1ccc(Cl)cc1,-20%,/,-2%,11%,1%,/,-1,0%,2%
N#CCCN(C(=O)COC(=O)c1ccc2c(=O)n3c(nc2c1)CCC3)c1ccccc1,?,-19,0%,10%,-10%,-0.7,-5,0%,0%
CC1(C)Cc2c(cnn2-c2ccccc2)C(NC(=O)CCCn2cncn2)C1 (configuration not stated),-28%,2,5%,0%,-1%,/,0,2%,0%
Cc1ccc(NC(=S)Nc2ccc(OC(F)F)c(Cl)c2)cc1Cl,-34%,14,-1%,-4%,?,1.0,-7,-5%,-8%
CSc1nc(-c2ccc(Cl)cc2)c(C#N)c(=O)n1C,-1%,21,-2%,-1%,8%,-1.0,-7,-1%,?
CC(C)(C)C(=O)CSc1nc2c(c(-c3cccs3)c1C#N)CCC2,-13%,9,-8%,0%,6%,2.5,1,0%,0%
COc1nc(-c2cnccn2)sc1C,-5%,9,1%,-1%,5%,-0.1,-8,1%,-2%
O=[N+]([O-])c1ccc(C=NNc2ccccc2)cc1,18%,/,6%,-1%,?,/,0,?,?
O=C1c2ccc3c4c(ccc(c24)C(=O)N1NC(=O)C(F)(F)F)CC3,-26%,/,-3%,/,-24%,/,3,0%,-3%
COc1ccc(CCn2c(=O)c3cccnc3n(Cc3ccc([N+](=O)[O-])cc3)c2=O)cc1OC,5%[11.4 µM],17,-3%,5%,-9%,4.9,-2,2%,-11%
O=C(Cc1ccc(F)cc1)Oc1ccc(C(=S)N2CCCC2)cc1,9%,-5,-3%,2%,-4%,-0.1,-4,0%,1%
Cc1cc(C)n(-c2ccc(C(=O)OCC(=O)NCc3ccc(F)cc3)cc2)n1,-9%,11,-5%,-7%,-20%,-0.8,-12,-1%,-15%
Cc1cccc2c1N(C)C(=O)C2=O,-25%,/,-1%,3%,7%,/,12,1%,-11%
Cc1cc(C)c2nc(-n3nc(C)cc3N)cc(C)c2c1,-2%,3,17%,2%,0%,-0.1,-6,1%,2%
Cc1nn2c([nH]c(=O)c3ccccc32)c1C=O,-13%,23,-3%,-5%,-12%,0.6,-1,-1%,-13%
CCOC(=O)CSc1nnc(CNc2nc(-c3ccccc3)cs2)n1C,-9%,-19,-2%,-6%,-21%,0.6,-6,-3%,2%
CCc1nc(N2CCN(S(C)(=O)=O)CC2)c2c3c(sc2n1)CCCC3,-8%,9,-3%,15%,7%,-0.2,-1,-10%,-3%
S=C(c1ccc2c(c1)OCO2)N1CCN(c2cccc(Cl)c2)CC1,-34%,/,-3%,7%,?,/,-7,?,0%
O=c1[nH][nH]c(=S)n1C1CCCCC1,-128%,-27,-2%,9%,/,-0.4,-5,2%,-7%
COCCNC(=O)C1(C)CCCN(C(=O)c2cccnc2SC)C1 (configuration not stated),/,/,-1%,/,-5%,/,-4,2%,/
COc1ccc(-c2nc3c(C)cc(Br)cn3c2Cc2ccsc2)cc1OC,/,/,-3%,/,-27%,/,-2,-5%,/
Cc1cccc(Cn2c(SCCO)nc3c2c(=O)n(C)c(=O)n3C)c1,2%,-29,-4%,-1%,-4%,-0.9,0,-7%,0%
O=C(c1ccccc1)c1ccc(Cn2cc(-c3ccccc3)nn2)cc1,-7%,3,8%&3%,0%,-7%,0.7,1,-13%&-5%,-6%
Cc1ncc(CN2CCC(C(=O)Nc3cccc(-c4cscn4)c3)CC2)cn1,-36%,-18,0%,-12%,0%,0.1,1,3%,5%
C=CCN1N=C(/C=C/c2ccccc2)CCC1=O,-5%,2,-1%,1%,4%,0.6,-8,0%,8%
CN(c1ccccc1)S(=O)(=O)c1ccc(NC(=O)c2ccccc2C(=O)O)cc1,9%,/,-3%,-15%,?,/,-9,1%,4%
